Source: PubChem (several laboratories)
Avidin fluor – green autofluorescence of compounds with avidin beads – biophysical, 488/530 nm, flow cytometry, artefact control, profiling panel; compound fluorescence 488/530 nm; stronger effect = higher value; 220,000 compounds, 0.38% hits; fluorescence (KMESF) at 10 µM; in the data active = fluorescence above about 47; also: inactives centre near 10
Mcl-1 Bim block – inhibitors of Bim peptide binding to Mcl-1, primary screen, biochemical, bead-based flow cytometry, multiplex; Induced myeloid leukemia cell differentiation protein Mcl-1 (Homo sapiens), Q07820; Bim peptide-Mcl-1 binding; inhibition, % at 10 µM; 190,000 compounds, 0.1% hits; AID 1009, 2008; in the data active = inhibition above about 40%;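 also: 0% = no compound tracer wells and 100% = peptide blocker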
Target sequence (Q07820 whole entry, looked up): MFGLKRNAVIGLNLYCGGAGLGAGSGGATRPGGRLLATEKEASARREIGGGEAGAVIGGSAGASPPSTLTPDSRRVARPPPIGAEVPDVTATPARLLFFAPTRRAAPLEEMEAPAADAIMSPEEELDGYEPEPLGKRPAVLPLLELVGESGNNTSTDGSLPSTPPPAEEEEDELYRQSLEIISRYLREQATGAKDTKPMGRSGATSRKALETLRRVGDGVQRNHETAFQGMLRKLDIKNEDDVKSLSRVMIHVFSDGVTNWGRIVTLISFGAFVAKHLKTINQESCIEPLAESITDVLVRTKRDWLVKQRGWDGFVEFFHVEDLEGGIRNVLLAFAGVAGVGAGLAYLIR
HRas wt GTP – modulators of GTP binding to HRas wildtype, primary screen, biochemical, bead-based flow cytometry, multiplex | GTPase HRas (Homo sapiens), P01112 | GST-Ras wt beads, Bodipy-FL-GTP binding; actives lie on both sides | GTP binding activity, % at 10 µM | 190,000 compounds, 0.14% hits | AID 759, 2007;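 active = GTP binding activity at least 20% away from the 100% baseline, either lowered as inhibitor or raised as activator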;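 also: 0% = unlabeled GTP competition control and 100% = no-compound control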
Target sequence (P01112 whole entry, looked up): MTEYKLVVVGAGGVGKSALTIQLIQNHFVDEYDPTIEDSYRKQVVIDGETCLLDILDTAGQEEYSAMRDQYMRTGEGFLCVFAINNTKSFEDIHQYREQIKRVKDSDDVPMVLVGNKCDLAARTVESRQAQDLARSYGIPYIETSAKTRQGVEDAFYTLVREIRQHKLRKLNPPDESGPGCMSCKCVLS
Rab7 wt modul – modulators of GTP binding to Rab7, primary screen, biochemical, wildtype, multiplex bead flow cytometry. Rab7 GTPase wild type (dog), Bodipy-FL-GTP binding. GST-Rab7 beads, fluorescent GTP binding; actives lie on both sides; untreated = 100%, excess cold GTP = 0%. GTP binding activity (percent of control), % at 10 µM. 190,000 compounds, 0.055% hits. AID 758, 2007;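 active = fluorescent GTP binding to Rab7 beads changed by at least 20 points from the 100% baseline, either direction, mostly lower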;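 also: median green fluorescence of bound Bodipy-FL-GTP per Rab7 bead population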
Pf gamet viab – late stage P. falciparum gametocyte viability inhibitors, primary screen, ATP luminescence, HTS; P. falciparum stage V gametocytes, 24 h; inhibition, % at 10.9 µM; 150,000 compounds, 0.065% hits; AID 743093, 2013;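 active = inhibition above the mean plus 3 SD of compounds within the control limits, set per campaign, cut at about 38% in these data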;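 also: 0% = DMSO wells and 100% = medium only without gametocytes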
Mcl1 Bid PPI – Mcl-1/Bid binding inhibitors, primary screen, biochemical, TR-FRET, 1536-well; TR-FRET Mcl-1/Bid-Dy647 peptide binding; inhibition, % at 21.7 µM; 220,000 compounds, 0.97% hits;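 active = compounds that cut the binding signal by more than half at the single screening dose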;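 also: His-tagged Mcl-1 with europium anti-His antibody binding Bid BH3 peptide; 0% = Mcl-1 plus peptide wells and 100% = peptide-only wells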
Mcl1 Noxa PPI – Mcl-1/Noxa binding inhibitors, primary screen, biochemical, TR-FRET, 1536-well. TR-FRET Mcl-1/Noxa peptide binding, 2 h. inhibition, % at 21.7 µM. 220,000 compounds, 1.5% hits;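 active = compounds that cut the protein-peptide binding signal by more than 50% relative to plate controls in a single-dose test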;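 also: His-tagged Mcl-1 with rhodamine Noxa BH3 peptide and terbium anti-His antibody; 0% = Mcl-1 plus Noxa peptide wells and 100% = peptide-only wells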
Rab2A wt mod – modulators of GTP binding to Rab2A wildtype, primary screen, biochemical, dog, bead-based flow cytometry, multiplex; GST-Rab2 wt beads, Bodipy-GTP binding; Ras-related protein Rab-2A (Canis lupus familiaris), P61105; GTP binding activity, % at 10 µM; AID 760, 2007; 190,000 compounds, 0.19% hits;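 active = GTP binding activity at least 20 points away from 100%, either lowered or raised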;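 also: 0% = beads with excess unlabeled GTP and 100% = no-compound control corrected for plate trend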
Rac1 mut GTP – GTP binding modulators of activated mutant Rac1, primary screen, biochemical, bead-based flow cytometry, multiplex, fluorescent GTP; GST-Rac1 activated beads; actives lie on both sides; 100% means binding = to untreated wells; percent activity (GTP binding), % at 10 µM; 190,000 compounds, 0.11% hits; AID 764, 2007;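 active = GTP binding at least 20 percentage points away from the 100% baseline, in either direction, so actives lie on both sides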
Cdc42 wt – modulators of GTP binding to wildtype Cdc42, primary screen, biochemical, multiplex bead flow cytometry, Bodipy-GTP. Cell division control protein 42 homolog (Homo sapiens), P60953. GST-Cdc42 beads; actives lie on both sides. percent activity (GTP binding), % at 10 µM. 190,000 compounds, 0.2% hits;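 active = percent activity GTP binding at least 20 points away from the 100% baseline, either down as inhibitor or up as activator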;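 also: median bead fluorescence of bound Bodipy-FL-GTP at 100 nM; 0% = excess unlabeled GTP control and 100% = no compound control; below 100% means less GTP binding so inhibitor and above means activator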
Target sequence (P60953 whole entry, looked up): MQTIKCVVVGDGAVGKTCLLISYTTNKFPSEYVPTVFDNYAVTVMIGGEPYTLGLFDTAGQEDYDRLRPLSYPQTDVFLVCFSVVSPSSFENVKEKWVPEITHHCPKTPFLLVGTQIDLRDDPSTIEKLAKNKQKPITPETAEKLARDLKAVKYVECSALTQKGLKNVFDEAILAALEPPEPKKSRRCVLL
Rac1 wt GTP bind – wildtype Rac1 GTP binding modulators, primary screen, biochemical, GST-Rac1 beads, flow cytometry, multiplex; AID 757, 2007; fluorescent GTP binding; actives lie on both sides; 0 = cold GTP competed, 100 = untreated; Ras-related C3 botulinum toxin substrate 1 (Homo sapiens), P63000; 190,000 compounds, 0.27% hits; GTP binding activity (% of control), % at 10 µM;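 active = GTP binding activity at least 20 points away from the 100% control level, either lower or higher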
* = called active by the depositor; . = not tested or not shown.

SMILES	Avidin fluor	Mcl-1 Bim block	HRas wt GTP	Rab7 wt modul	Pf gamet viab	Mcl1 Bid PPI	Mcl1 Noxa PPI	Rab2A wt mod	Rac1 mut GTP	Cdc42 wt	Rac1 wt GTP bind
Cc1cccc(C)c1OCC(O)CN1CCN(c2ccccn2)CC1 (centres undefined)	12	-3	99	94	-5	2	30	98	96	99	98
N#CCC(=O)Nc1ccc(C(=O)NCc2ccccn2)cc1	6	0	98	107	-15	-6	8	100	96	99	99
COc1ccc(C(=O)Oc2ccc3c(C)cc(=O)oc3c2C(C)=O)cc1	7	-6	100	100	15	5	6	98	99	100	104
COCCN(C(=O)C1CC1)c1nnc(-c2cccc(C)c2)s1	8	0	99	93	.	7	2	96	97	99	99
O=C1CN(c2nc(-c3ccccc3)c3ccccc3n2)c2ccccc2N1	11	16	101	99	-4	-3	-3	100	98	97	101
O=C(Nc1cccc(S(=O)(=O)Nc2ccc(Cl)cc2)c1)c1ccc(Cl)nc1	8	-4	97	96	-7	8	1	97	96	99	100
CCOc1ccc(NC(=O)c2cccnc2C(=O)O)cc1	13	-5	101	95	.	6	7	98	102	101	106
O=c1c2ccccc2[nH]c2ccccc12	4	-2	99	94	.	-2	1	99	99	100	103
CCCCOC(=O)CCN1C(=O)/C(=C2\SC(=S)N(CCC(=O)OCCCC)C2=O)SC1=S	6	-2	100	102	11	-74	-11	100	100	104	103
Cc1cc(SCCOc2ccccc2)nc(N)n1	38	-3	103	102	.	-5	1	101	99	105	105
CCS(=O)(=O)c1ccc2c(c1)N(S(C)(=O)=O)CC(C(=O)NCc1ccccc1OC)O2 (centres undefined)	24	-2	101	99	.	-6	-4	101	96	103	99
NC(=O)c1ccccc1OCC(=O)c1ccc(Cl)cc1	11	0	97	97	-9	-17	-2	97	97	100	100
CN(C)Cc1cc(CCNC(=O)c2ccc(Cl)cc2)ccc1O	5	0	99	97	2	-3	-2	99	98	101	101
O=C(Nc1nc2ccccc2[nH]1)c1cccc(S(=O)(=O)N2CCOCC2)c1	2	0	90	91	-31	1	7	91	100	95	92
O=C(CN1C(=O)COc2ccccc21)N(Cc1cccnc1)Cc1ccccc1F	10	-3	103	104	.	-7	7	107	100	107	112
CC1CCCC(NC2CCCCNC2=O)C1 (centres undefined)	14	2	103	99	14	83*	-11	101	98	101	99
Cc1cccc(C2Nc3ccccc3C(=O)N2NC(=O)c2ccc([N+](=O)[O-])cc2)n1 (centres undefined)	1	-6	99	97	7	0	6	104	100	99	103
COc1cccc(/C=N/n2c(N)nc3ccccc32)c1OC	10	1	99	99	.	-12	27	98	100	100	101
Cc1cc(=O)n2nc(N3CCC(C(=O)NC(C)c4ccccc4)CC3)sc2n1 (centres undefined)	8	1	96	98	23	-16	17	95	96	97	97
O=C1c2ccccc2C(=O)N1CCCn1c(=O)oc2ccccc21	10	0	101	98	-8	15	5	99	99	100	101
CCc1ccc(NC(=S)N(Cc2cccnc2)Cc2ccco2)cc1	21	0	98	105	-9	-43	10	98	95	92	99
COc1ccc([N+](=O)[O-])cc1C(=O)Nc1ccc(OCC(=O)N2CCOCC2)cc1	14	-2	101	99	.	5	17	99	101	104	106
CCC(C)[C@@H](C(=O)NCC1CCC(C(=O)O)CC1)n1nnc2ccccc2c1=O (some centres undefined)	10	-4	102	100	-15	-8	-4	102	99	101	100
CNS(=O)(=O)/C=C/c1ccccc1	10	-1	97	93	9	-23	12	97	101	99	103
COCCn1cnnc1SCC(=O)Nc1cc(OC)c([N+](=O)[O-])cc1C	22	1	99	101	.	-15	-8	98	96	96	95
CC(C)CCC(C)N=Cc1c(O)n(Cc2ccccc2)c(=O)c2ccccc12 (centres undefined)	11	-1	97	95	1	-12	5	95	97	95	98
CCOC(=O)CSc1n[nH]c(NC(=O)c2ccccc2)n1	7	-1	94	93	.	-20	-14	94	98	95	101
O=[N+]([O-])c1ccc(N=Cc2ccc(Br)c([N+](=O)[O-])c2)cc1	4	-4	100	102	23	-9	5	99	96	99	103
Cc1nc(N2CCC3(CC2)OCCO3)c2nnn(Cc3ccccc3F)c2n1	0	0	99	96	15	-3	10	97	96	96	95
Clc1ccc(C[n+]2cc(-c3ccccc3)n3c2CCC3)cc1Cl	10	-4	101	100	.	-31	-10	100	101	101	103
C=CCn1c(=NC(=O)c2ccco2)sc2cc(C(=O)OC)ccc21	12	-5	102	102	-11	29	-38	101	101	107	106
O=C1CCCC2=C1C(c1ccncc1)n1c(nc3ccccc31)N2 (centres undefined)	8	-1	99	104	4	-14	14	101	98	98	102
Cc1ccccc1C(=O)c1cccn1CC(=O)NC(C)c1ccc2c(c1)OCCO2 (centres undefined)	8	-1	99	106	-2	-23	0	96	92	99	97
COc1cc(C2=NOC(C(=O)NCc3ccc(F)cc3)C2)cc(OC)c1OC (centres undefined)	14	0	100	97	.	-17	-5	97	99	101	99
COC(=O)NC(=S)Nc1ccc(Oc2ccc(Cl)cc2Cl)c(Cl)c1	4	4	94	94	.	-18	-6	95	95	96	97
CC1Oc2ccccc2N(CC(=O)NCc2ccccc2)C1=O (centres undefined)	11	0	101	98	8	-5	-18	99	99	101	103
Cc1cc(N2C(=O)C3CC=CC(C)C3C2=O)no1 (centres undefined)	6	-7	101	98	.	-23	9	97	99	98	103
O=C(CSc1ccc2c(c1)OCCO2)Nc1cccnc1Cl	9	-2	104	103	.	-3	-15	101	102	100	105
CCOC(=O)N1CCN(CC(O)COc2c(C)cccc2C)CC1 (centres undefined)	5	11	101	104	-25	-7	10	100	102	103	103
CSc1ccc(-c2nc(CSCC(=O)NCCCN3CCOCC3)c(C)o2)cc1	13	-3	99	99	.	-14	-11	100	96	97	101
Cc1ccc(NC(=O)c2sc3nc(C)nc(N4CCN(c5ccccn5)CC4)c3c2C)c(C)c1	10	1	91	93	-4	-44	-81	88	90	89	86
CS(=O)(=O)c1ccc(C(=O)NCC2(N3CCCCC3)CCCCC2)cc1	15	-1	94	95	.	-14	9	97	98	99	102
N#CC1(Nc2ccccc2)C(=O)Nc2ccccc21 (centres undefined)	14	3	100	96	.	-35	1	99	97	101	100
O=C(CCc1ccccc1)N/N=C/c1cccc([N+](=O)[O-])c1	11	2	103	103	-17	-22	21	103	98	102	106
CCOC(=O)N1CCN(Cc2c(F)cccc2Cl)CC1	10	0	97	97	-5	1	16	97	97	102	99
O=C(NCc1cccc(F)c1)c1ccc(N2C(=O)Cn3c(cc4sccc43)C2=O)cc1	16	-2	98	99	12	-18	15	96	100	100	101
CCc1ccccc1NC(=O)Nc1ccc(F)cc1	7	1	100	106	-2	-55	1	101	96	98	100
O=C(CCc1nc(-c2cccs2)no1)NCc1ccc(F)cc1Cl	9	0	102	103	.	-1	7	101	99	101	101
COc1ccccc1C(O)(C(=O)NN(C(=O)c1ccccc1)c1ccccc1C)c1cccs1 (centres undefined)	34	-3	100	100	-10	32	20	99	94	96	95
COc1ccccc1C(=O)C1CCCN(C(=O)c2cccnc2SC)C1 (centres undefined)	10	0	104	107	11	-3	1	107	103	111	111
C=C(C)C1CC=C(C)/C(=N/NC(=O)COc2ccc(C)cc2)C1 (centres undefined)	19	2	98	99	11	4	1	96	99	98	102
CCOC(=O)Nc1ccc(C)cc1Br	19	1	102	97	.	2	5	103	101	104	102
CCOc1ccc(-c2cc(CCCC(=O)NCCC(C)C)no2)cc1	12	-2	98	104	-25	-8	18	99	97	99	102
CC1=CS/C(=C(/C#N)C(=O)N2CCOCC2)N1c1ccccc1	13	-1	100	97	.	-43	-3	100	99	100	102
Cc1ccc(C(C(=O)NC2CCCC2)N(C(=O)CCC(=O)Nc2cc(C)on2)c2ccccc2)cc1 (centres undefined)	21	-4	103	100	.	-5	9	101	101	103	105
Cc1ccc(C)c(NS(=O)(=O)c2ccc(OCC(=O)N3CCCC3)cc2)c1	7	-4	101	103	.	-28	9	100	98	101	105
COc1cc2[nH]c(=O)n(CCC(=O)N3CCN(c4cc(Cl)ccc4C)CC3)c(=O)c2cc1OC	36	-2	99	100	5	17	1	98	98	100	98
CN(C)c1ccc(/C=C(\C#N)C(=O)Nc2nc3c(s2)CCN(Cc2ccccc2)C3)cc1	19	0	100	103	.	-14	27	99	99	99	103
CC(=O)Nc1nonc1C(=O)N1CCC(C)CC1	4	0	101	99	-4	-6	-3	98	99	102	106
C=CCOC(=O)C1=C(C)NC(=S)NC1/C=C/c1ccccc1 (centres undefined)	8	1	101	104	6	-12	3	102	98	103	107

More entries follow:
SMILES	Avidin fluor	Mcl-1 Bim block	HRas wt GTP	Rab7 wt modul	Pf gamet viab	Mcl1 Bid PPI	Mcl1 Noxa PPI	Rab2A wt mod	Rac1 mut GTP	Cdc42 wt	Rac1 wt GTP bind
O=C(Cn1cc(C(=O)C2CC2)c2ccccc21)NCc1ccccc1	5	-8	97	97	.	-6	0	96	92	98	101
N#C/C(=C(/O)COC(=O)c1cccnc1Cl)c1nc2ccccc2[nH]1	13	-3	98	100	-1	-69	34	97	95	95	95
Fc1ccc(-c2nc(-c3cccs3)[nH]c2-c2ccc(F)cc2)cc1	8	-2	98	94	1	-6	14	98	99	95	97
OC(c1ccccn1)C1CCN(Cc2nc(C(c3ccccc3)c3ccccc3)no2)CC1 (centres undefined)	9	-2	99	99	4	-45	7	98	98	96	101
Cc1ccc(NS(=O)(=O)c2ccc(OCC(=O)NCC3CCCO3)cc2)cc1 (centres undefined)	1	-3	99	97	-9	-32	11	99	95	96	97
COc1ccc(Cn2c(-c3ccco3)nc3oc4cc(OC)ccc4c(=O)c3c2=O)cc1	11	0	103	105	-8	3	22	98	100	100	111
